TDP1 cell CPT: DT40-hTDP1 cell growth loss with CPT | AID 686979 | chicken DT40 Tdp1-/-;hTDP1 cells + 20 nM CPT, ATP luminescence, 48 h | Potency, µM (highest dose often 46.2 µM), inactives show at the highest dose activity change, negative = growth inhibition, actives largely listed as inhibitors | 12% of 420,000 active; also: nearly all actives have a fitted effect of over 55% in size
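Cell growth measured by CellTiter-Glo luminescence after a minimum 48 h, 37 C compound exposure with 20 nM CPT in Tdp1-knockout DT40 cells stably expressing hTDP1, seeded 400/well; qHTS titration format.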
FEN1 inh: blocks human flap endonuclease 1; P39748; Recombinant FEN1 flap cleavage, fluorescence, 15 min; Potency, µM (doses to about 114 µM), for inactives: at the top dose activity change, negative = inhibition, usual class: inhibitors; 0.35% of 390,000 active; also: nearly all actives have a fitted effect of over 65% in size
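Quantitative HTS format: each compound was titrated, incubated with 10 nM nuclease for 15 min at room temperature, then challenged with flap substrate at 50 nM final. Signal change over 15 min gave concentration–effect curves.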
GCN5L2 inh: blocks human GCN5L2 histone acetyltransferase | Potency, µM (doses to about 58.9 µM), inactives show top-dose activity change, negative = inhibition, hits mostly inhibitors | GCN5L2 HAT assay, ThioGlo1 CoA-SH fluorescence | Q92830 | 0.21% of 390,000 active
Target sequence (Q92830 whole entry, looked up): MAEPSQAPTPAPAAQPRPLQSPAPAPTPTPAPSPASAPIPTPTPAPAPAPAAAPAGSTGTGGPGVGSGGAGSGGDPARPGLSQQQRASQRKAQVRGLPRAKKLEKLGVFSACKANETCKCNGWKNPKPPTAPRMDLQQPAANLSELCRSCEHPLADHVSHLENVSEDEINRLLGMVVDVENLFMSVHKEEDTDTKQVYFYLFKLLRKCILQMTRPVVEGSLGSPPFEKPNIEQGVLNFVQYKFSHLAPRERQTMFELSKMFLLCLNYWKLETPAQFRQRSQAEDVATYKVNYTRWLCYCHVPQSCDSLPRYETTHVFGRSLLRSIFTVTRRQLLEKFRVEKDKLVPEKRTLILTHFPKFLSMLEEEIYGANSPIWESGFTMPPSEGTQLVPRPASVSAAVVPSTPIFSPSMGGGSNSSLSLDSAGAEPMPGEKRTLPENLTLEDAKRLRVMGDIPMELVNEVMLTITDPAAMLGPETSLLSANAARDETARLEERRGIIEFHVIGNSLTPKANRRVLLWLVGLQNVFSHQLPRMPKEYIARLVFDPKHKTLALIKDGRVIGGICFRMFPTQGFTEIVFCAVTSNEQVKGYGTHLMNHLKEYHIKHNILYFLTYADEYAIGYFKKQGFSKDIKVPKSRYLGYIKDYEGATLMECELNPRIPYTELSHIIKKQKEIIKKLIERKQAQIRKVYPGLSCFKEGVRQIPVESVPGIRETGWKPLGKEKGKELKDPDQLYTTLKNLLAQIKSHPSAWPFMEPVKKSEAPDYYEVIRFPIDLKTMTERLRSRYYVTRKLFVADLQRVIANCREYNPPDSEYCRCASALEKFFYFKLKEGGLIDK
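qHTS, 1536-well. 20nM enzyme, pH 7.5 HEPES/EDTA/Tween-20 buffer; 15 min compound preinc., RT. Start: 75uM H3(1-25), 70uM AcCoA, 50uM ThioGlo1. Read Ex340/Em540 at t=0 (autofluorescence flag) and t=20 min.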
An asterisk follows results filed as active; u = inconclusive; x = not tested or not shown; & = joins results of further samples. Calls follow the shape of the dose curve; as a rule, active = well fitted curve in the direction sought with a large enough effect; inconclusive = small, poorly fitted or top-dose-only effect, or another doubt; inactive = no such curve, though single readings can be large; an effect the other way counts as inactive or inconclusive. % is scaled to controls: 0 for no effect and ±100 for the full control effect; potency is read from the fitted curve at half-maximal effect.

Below each SMILES: TDP1 cell CPT, FEN1 inh, GCN5L2 inh
1: CCOc1ccc(/C=N/N2CCN(Cc3ccccc3)CC2)cc1
→ -10%, 1%, -2%
2: O=S(=O)(Nc1ccccc1N1CCCCC1)c1ccc(F)cc1F
→ -9%, -18%, -5%
3: Cc1cc(C)cc(NC(=O)CN2CCc3cc4c(cc3C2C)OCCCO4)c1 (stereo unspecified)
→ u, -15%, -5%
4: COC(=O)c1cn(NC(=O)/C=C/c2ccc(OC)c(OC)c2)c(=O)c2ccccc12
→ -16%, 0%, -2%
5: Cc1ccc(NC(=O)c2cnccn2)c(Br)c1
→ 0%, -1%, -7%
6: COCCn1cnc2c1c(=O)n(Cc1ccc(Br)cc1)c(=O)n2Cc1ccccc1
→ 0%, -17%, -8%
7: O=C(NCc1ccc2c(c1)CCN2C(=O)c1ccncc1)c1ccccc1F
→ u, 15%, -1%
8: COc1ccc(-c2cc(C(=O)NC3CCCC3)c3ccccc3n2)cc1OC
→ u, -13%, x
9: Clc1ccc(C2NCCc3sccc32)cc1 (stereo unspecified)
→ -18%, -4%, -8%
10: COc1ccc(CNC(=O)CSc2nccn(-c3ccc(F)c(F)c3)c2=O)cc1
→ -6%, 1%, -5%
11: COC(=O)c1c(-c2cccnc2)csc1NC(=O)c1cc(C)on1
→ u, -1%, -10%
12: CC1(C)CC(=O)C2=C(C1)Nc1[nH]c(=S)[nH]c(=O)c1C2c1ccccc1 (stereo unspecified)
→ 3%, 0%, -7%
13: O=C(NCCCCc1ccccc1)C1CC(c2ccccc2C(F)(F)F)=NO1 (stereo unspecified)
→ -4%, -18%, 21%
14: Cc1ccc(S(=O)(=O)N2CCN(Cc3ccccc3)CC2)cc1
→ -27%, 2%, 1%
15: CN(C)C1(CNC(=O)c2cccc(S(=O)(=O)NCc3ccccc3)c2)CCCCC1
→ -2%, 15%, -1%
16: CCOC(=O)c1ccc(NC(=O)Nc2cc3c(cc2N2CCCC2)n(C)c(=O)n3C)cc1
→ u, u, -15%
17: Clc1ccccc1CSc1nc(NCCc2ccccc2)c2ccccc2n1
→ u, -15%, 0%
18: O=CN(Cc1nc2ccccc2[nH]1)c1ccc(C(=O)O)cc1
→ 8%, -4%, x
19: NCCCC[C@H]1CN=C(N)N1CC1CCCCC1
→ -14%, -5%, x
20: COc1ccc(COC(=O)C2CCN(C(=O)c3ccc(Cl)cc3)CC2)cc1F
→ u, -5%, -2%
21: O=c1o[nH]c(-c2ccccc2)c1-c1ccccc1
→ -10%, 2%, x
22: Cc1cc(NC(NC(=O)c2ccco2)(C(F)(F)F)C(F)(F)F)no1
→ -22%, -2%, 0%
23: COCCNC(=O)CCc1ccc(S(=O)(=O)Nc2ccc(C)cc2)cc1
→ -24%, -3%, -3%
24: O=C(O)CSc1nnc(-c2ccc(Cl)cc2Cl)n1-c1ccccc1
→ 7%, -4%, 0%
25: Cc1nc2c(oc3ccc(Cl)cc32)c(=O)[nH]1
→ -30%, -14%, 1%
26: COC(=O)c1[nH]c2ccc(C)cc2c1NC(=O)CN1CCN(Cc2ccccc2)CC1
→ 18µM*, 0%, -2%
27: CC(C)c1ccc(N(C(=O)c2csnn2)C(C(=O)NC(C)(C)C)c2ccncc2)cc1 (stereo unspecified)
→ -23%, -3%, u
28: COCc1n[nH]c(=S)n1-c1cccc2ccccc12
→ 2%, 0%, -10%
29: CC(=O)CCc1oc2ccc(C)cc2c1-c1ccccc1
→ 0%, -10%, -5%
30: COC(=O)c1ccc(CNC(=O)CSc2nc3sc(C)c(C)c3c(=O)n2C)o1
→ -9%, -5%, -17%

Shown in markdown: 23 of the compounds above.
| entry | SMILES | TDP1 cell CPT | FEN1 inh | GCN5L2 inh |
| --- | --- | --- | --- | --- |
| 1 | CCOc1ccc(/C=N/N2CCN(Cc3ccccc3)CC2)cc1 | -10% | 1% | -2% |
| 2 | O=S(=O)(Nc1ccccc1N1CCCCC1)c1ccc(F)cc1F | -9% | -18% | -5% |
| 3 | Cc1cc(C)cc(NC(=O)CN2CCc3cc4c(cc3C2C)OCCCO4)c1 (stereo unspecified) | u | -15% | -5% |
| 4 | COC(=O)c1cn(NC(=O)/C=C/c2ccc(OC)c(OC)c2)c(=O)c2ccccc12 | -16% | 0% | -2% |
| 5 | Cc1ccc(NC(=O)c2cnccn2)c(Br)c1 | 0% | -1% | -7% |
| 6 | COCCn1cnc2c1c(=O)n(Cc1ccc(Br)cc1)c(=O)n2Cc1ccccc1 | 0% | -17% | -8% |
| 7 | O=C(NCc1ccc2c(c1)CCN2C(=O)c1ccncc1)c1ccccc1F | u | 15% | -1% |
| 8 | COc1ccc(-c2cc(C(=O)NC3CCCC3)c3ccccc3n2)cc1OC | u | -13% | x |
| 9 | Clc1ccc(C2NCCc3sccc32)cc1 (stereo unspecified) | -18% | -4% | -8% |
| 10 | COc1ccc(CNC(=O)CSc2nccn(-c3ccc(F)c(F)c3)c2=O)cc1 | -6% | 1% | -5% |
| 11 | COC(=O)c1c(-c2cccnc2)csc1NC(=O)c1cc(C)on1 | u | -1% | -10% |
| 12 | CC1(C)CC(=O)C2=C(C1)Nc1[nH]c(=S)[nH]c(=O)c1C2c1ccccc1 (stereo unspecified) | 3% | 0% | -7% |
| 13 | O=C(NCCCCc1ccccc1)C1CC(c2ccccc2C(F)(F)F)=NO1 (stereo unspecified) | -4% | -18% | 21% |
| 14 | Cc1ccc(S(=O)(=O)N2CCN(Cc3ccccc3)CC2)cc1 | -27% | 2% | 1% |
| 15 | CN(C)C1(CNC(=O)c2cccc(S(=O)(=O)NCc3ccccc3)c2)CCCCC1 | -2% | 15% | -1% |
| 16 | CCOC(=O)c1ccc(NC(=O)Nc2cc3c(cc2N2CCCC2)n(C)c(=O)n3C)cc1 | u | u | -15% |
| 17 | Clc1ccccc1CSc1nc(NCCc2ccccc2)c2ccccc2n1 | u | -15% | 0% |
| 18 | O=CN(Cc1nc2ccccc2[nH]1)c1ccc(C(=O)O)cc1 | 8% | -4% | x |
| 19 | NCCCC[C@H]1CN=C(N)N1CC1CCCCC1 | -14% | -5% | x |
| 20 | COc1ccc(COC(=O)C2CCN(C(=O)c3ccc(Cl)cc3)CC2)cc1F | u | -5% | -2% |
| 21 | O=c1o[nH]c(-c2ccccc2)c1-c1ccccc1 | -10% | 2% | x |
| 22 | Cc1cc(NC(NC(=O)c2ccco2)(C(F)(F)F)C(F)(F)F)no1 | -22% | -2% | 0% |
| 23 | COCCNC(=O)CCc1ccc(S(=O)(=O)Nc2ccc(C)cc2)cc1 | -24% | -3% | -3% |

Later entries.
Below each SMILES: TDP1 cell CPT, FEN1 inh, GCN5L2 inh
31: CCCCOc1ccc(CNC(=O)C2COc3ccc(OC)cc3C2)cc1 (stereo unspecified)
→ 6%, -10%, 4%
32: COc1ccc(C2=NN(CN3C(=O)C(=O)c4ccccc43)C(c3ccc(C)cc3)C2)cc1 (stereo unspecified)
→ 18µM*, 9%, 0%
33: CCOCc1nnc(NC(=O)C2c3ccccc3Oc3ccccc32)s1
→ u, -7%, -6%
34: COc1ccccc1/C=C1/C(=O)ON=C1C
→ u, -9%, 26%
35: CCC(=NOCc1ccccc1)C(=O)NNS(=O)(=O)c1ccc(C)cc1
→ -25%, 6%, x
36: COc1cc2c(cc1OC)C(c1ccc(SC)cc1)CC(=O)N2 (stereo unspecified)
→ 4%, -13%, -4%
37: Cc1ccc(CNc2ccc(N3CCN(C)CC3=O)cc2)cc1
→ x, 2%, 0%
38: O=C(CSCc1ccc(Cl)cc1)Nc1ccc2c(c1)OCCO2
→ 4%, -21%, 0%
39: CC1CCC(=NNc2ccc(C(F)(F)F)cc2[N+](=O)[O-])CC1 (stereo unspecified)
→ -17%, -2%, -1%
40: CCCCOc1ccc(C(=O)NN2CCN(C)CC2)cc1
→ -9%, 0%, -3%
41: Oc1ccc(C2=NNC(=NCc3ccc4c(c3)OCO4)SC2)c(O)c1
→ 3.7µM*, 4%, 0%
42: COc1cccc(C(CCc2cc(OC)c(OC)c(OC)c2)NC(C)=O)c1 (stereo unspecified)
→ 10%, -6%, x
43: CC1=C(OC(=O)C(C)(C)C)C(C)(C)C(c2ccccc2)OC1=O (stereo unspecified)
→ u, 8%, -3%
44: COc1ccc(C2N3CC4(C)CN2CC(c2ccccc2)(C3)C4=O)cc1 (stereo unspecified)
→ u, -9%, -1%
45: CC(C)C1COc2cc3oc(=O)ccc3cc2O1 (stereo unspecified)
→ -8%, x, -11%
46: O=C(CCCc1nc(-c2ccc(Cl)cc2)no1)Nc1cccnc1
→ 16µM*, -14%, 0%
47: O=C(Nc1ccc(F)cc1Cl)C1=COCCO1
→ 15%, -1%, -21%
48: CC(C)C(=O)N1CCN(c2ccc([N+](=O)[O-])c(NC(C)c3ccccc3)c2)CC1 (stereo unspecified)
→ u, -5%, -2%
49: O=C(NNC(=O)c1ccc2ccccc2c1O)c1cccs1
→ 18%, -1%, 14%
50: COc1ccc(S(=O)(=O)Nc2ccc(O)c(Sc3nc4ccccc4s3)c2)cc1
→ -15%, -21%&-18%, -5%&-9%
51: CN(C(=O)COc1ncnc2c1cnn2-c1ccccc1)C1CCCCC1
→ u, 3%, -10%
52: S=c1[nH]nc(-c2ccc(Br)cc2)n1Cc1ccco1
→ -2%, 1%, -3%
53: Cc1ccc(CS(=O)(=O)CC(C)(O)c2ccccc2)cc1 (stereo unspecified)
→ -8%, 18%, -1%
54: Cc1ccc2nc(N3CC(C)OC(C)C3)nc(-c3ccccc3)c2c1 (stereo unspecified)
→ -43%, 3%, -5%
55: CCN1CCN(CCNC(=O)c2ccc(CS(=O)(=O)c3c(Cl)cccc3Cl)o2)CC1
→ -1%, -4%, -5%
56: Cc1ccsc1/C=N/NC(=S)NCCc1ccccc1
→ 22%, -3%, -13%
57: Cc1cc(SCC(=O)N(C)c2c(N)n(Cc3ccccc3)c(=O)[nH]c2=O)nc2ccccc12
→ -6%, 5%, -17%
58: NC(=O)COC(=O)CC1CC2CCC1C2 (stereo unspecified)
→ 6%, 4%, -5%
59: COc1ccc(/C=N\NC(=O)C2CCCC2)cc1Br
→ -7%, 13%, 3%
60: COc1ccc(/C=C2\SC(=O)NC2=S)cc1OC
→ 10µM*, -21%, -4%
61: Cc1nn(S(=O)(=O)c2ccc(Cl)cc2)c(C)c1S(=O)(=O)N1CCOCC1
→ -2%, -13%, -6%
62: O=c1[nH]cnc2c1sc1nc(-c3ccccc3)c3c(c12)CCCC3
→ 34%, -13%, -5%
63: Cn1ncc(C#N)c1/N=C/N1CCCCCC1
→ -6%, 4%, 25%
64: CCN(c1ccccc1)S(=O)(=O)c1ccc2c(c1)CC(C)N2C(=O)C1CC1 (stereo unspecified)
→ u, -23%, 1%
65: Cc1cc2nc(/C=C/c3cccnc3)[nH]c2cc1C
→ 0.018µM*, 4%, -17%
66: O=C(CN1C(=O)NC2(CCCCCCC2)C1=O)Nc1ccc(OC(F)F)cc1
→ 23µM*, 12%, -2%
67: O=C1OCC/C1=C\c1ccc(O)cc1
→ -13%, 6%, 1%
68: Cc1cccc(C(=O)NC(NCCc2ccccc2)C(Cl)(Cl)Cl)c1 (stereo unspecified)
→ u, -11%, -19%
69: O=C(O)c1cc(S(=O)(=O)N2CCCc3ccccc32)ccc1Cl
→ -8%, 0%, -7%
70: O=C(Nc1cccc(C(=O)N2CCOCC2)c1)c1ncn[nH]1
→ 0%, -8%, 2%
71: CC(=O)Nc1cccc(OCCCOc2ccc([N+](=O)[O-])cc2)c1
→ 13µM*, 2%, u
72: Cc1cc(C)c(NC(=O)COc2nncc3ccccc23)c(C)c1
→ 2%, 22%, 3%
73: Cc1ccc2ccc3cc(C(=O)N4CCN(c5ccccc5)CC4)nc3c2[nH]1
→ u, -1%, 11%
74: CCS(=O)(=O)Nc1ccc(-c2cn3c(C)csc3n2)cc1
→ 9%, -5%, -19%
75: COc1ccc(OC)c(C2C(C#N)=C(N)Oc3cc(N)ccc32)c1 (stereo unspecified)
→ u, -11%, -3%
76: Cc1nn(C)cc1S(=O)(=O)Nc1ccc(F)c(F)c1
→ 1%, 21%, u
77: CC(C)OC(=O)CC(NC(=O)OC(C)(C)C)c1ccccc1 (stereo unspecified)
→ -4%, -7%, 3%
78: CCC(C)Sc1ccc(-c2nc3cc(C)ccn3c2NC2CCCCC2)cc1 (stereo unspecified)
→ 23µM*, -29%, -24%
79: CCOC(=O)[C@@H]1[C@H]2COc3cc(OC)ccc3[C@@H]2N2C(=O)N(c3cccc(C)c3)C(=O)[C@]12C
→ u, -8%, -4%
80: CNC(=O)c1cc2c(cn1)[nH]c1ccccc12
→ u, -10%&0%, -9%
81: COc1cccc(-c2nc(CSCC(=O)NCCc3ccc(Cl)cc3)c(C)o2)c1
→ 9.2µM*, -12%, -24%
82: COC(=O)C1=C(C)N(C)C(C)=C(C(=O)OC)C1c1cccc(Br)c1
→ -18%, -15%, -11%
83: Cc1cccc(-n2c(C)nc3cc(C(=O)NCCC4=CCCCC4)ccc32)c1
→ 15µM*, -13%, -2%
84: O=c1cc(O)c2c(=O)n(-c3ccccc3)c3c(c2o1)CCCCC3
→ -4%, 1%, -2%

Screens: PubChem BioAssay, National Center for Advancing Translational Sciences (NCATS)

A portion of the library. The share of hits here may be higher or lower than overall.
